miR122 inh: blocks miR-122 activity in Huh7 sensor cells; Huh7 miR-122 Renilla luciferase sensor, 48 h; neutral wells = 0, positive control = 100; activation (reporter increase), % at 12.5 µM; actives 0.3% (n = 340,000);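 active = mean replicate activation score at least 90 and every replicate individually at or above 90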;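 note: higher luciferase means less miR-122 activity so hits act as miR-122 inhibitors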
Cneo AK release: causes C. neoformans cell lysis. adenylate kinase release luminescence, 4 h; normalised: neutral wells 0, clomiphene wells 100. lysis activity, % at 15 µM. actives 0.2% (n = 360,000). AID 651654;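 active = mean lysis activity across replicates of at least 80%, whatever share of replicates individually reach that level; inactive = mean lysis activity below 80%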
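Schedule: static 4 h at 37 °C with compound, 1 h detection; system: C. neoformans cells; benchmarks: Clomiphene as positive control; buffer or medium: fresh YPD medium; measure: luminescence rise reflecting yeast cell lysis; measured by: luminescent adenylate kinase detection reagent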
ERp5 block: blocks human ERp5 reductase activity on insulin; actives 0.05% (n = 350,000); AID 651711; ERp5 insulin aggregation, absorbance 650 nm, 90 min; inhibition, % at 9.99 µM; Q15084;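 active = mean replicate inhibition above about 25%, with every replicate also reaching it, limit read from the data, passing the limit was not always enough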
Target sequence (Q15084 whole entry, looked up): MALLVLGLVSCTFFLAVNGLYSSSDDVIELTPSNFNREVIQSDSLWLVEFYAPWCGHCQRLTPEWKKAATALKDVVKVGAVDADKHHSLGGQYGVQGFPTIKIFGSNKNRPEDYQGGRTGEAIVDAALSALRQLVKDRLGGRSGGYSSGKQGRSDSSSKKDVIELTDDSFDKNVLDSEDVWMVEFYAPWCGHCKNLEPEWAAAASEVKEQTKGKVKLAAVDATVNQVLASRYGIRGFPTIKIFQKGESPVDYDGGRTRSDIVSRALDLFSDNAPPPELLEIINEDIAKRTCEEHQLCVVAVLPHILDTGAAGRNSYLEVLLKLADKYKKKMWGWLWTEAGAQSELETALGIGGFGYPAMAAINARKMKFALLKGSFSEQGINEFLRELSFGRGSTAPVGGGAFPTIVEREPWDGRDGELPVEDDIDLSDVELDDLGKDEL
ARNT-TACC3 inh: disruptors of human ARNT/TACC3 interaction; inhibition, % at 9.99 µM; Q9Y6A5; actives 0.66% (n = 390,000); AlphaScreen His-ARNT PAS-B/GST-TACC3 binding, luminescence; TACC3 fragment carries E629A point mutation;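 active = mean inhibition of replicates at least 50% and at least half of replicates each reaching 50%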;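 note: 0% = complete ARNT plus TACC3 wells and 100% = ARNT alone without TACC3; many hits fall short of the cut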
SIRT5 block: blocks human SIRT5 desuccinylation of peptide; actives 1.1% (n = 330,000); inhibition, % at 15 µM; Q9NXA8; Purified SirT5, succinyl-peptide AMC, trypsin-coupled fluorescence; in the data active = inhibition above about 15%
Target sequence (Q9NXA8 whole entry, looked up): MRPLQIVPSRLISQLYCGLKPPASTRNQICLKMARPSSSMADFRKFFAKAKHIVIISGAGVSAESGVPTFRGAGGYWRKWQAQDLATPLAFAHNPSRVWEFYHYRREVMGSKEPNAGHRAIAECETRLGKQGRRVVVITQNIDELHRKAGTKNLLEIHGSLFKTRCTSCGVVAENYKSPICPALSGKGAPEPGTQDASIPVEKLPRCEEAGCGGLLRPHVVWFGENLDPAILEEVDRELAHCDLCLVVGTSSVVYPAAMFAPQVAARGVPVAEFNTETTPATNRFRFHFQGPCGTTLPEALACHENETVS
esBAF inh: SWI/SNF esBAF complex inhibition; reporter increase, % at 12.5 µM; mouse ES cells, Bmi1-luciferase knock-in reporter, 24 h; 100% = twice the neutral-well signal; AID 602393; actives 2% (n = 350,000); in the data active = activation above about 40%;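 note: 0% = median of the plate's neutral control wells and 100% = double that signal; a rise in the Bmi1 reporter signal indicates esBAF inhibition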
Statin myotox sup: protects C2C12 myotubes from simvastatin toxicity; actives 0.78% (n = 330,000); rescue of ATP level, % at 7.49 µM; ATP luminescence, 48 h; scaled: DMSO 0, geranylgeraniol control 100;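 active = mean ATP rescue above about 67%, or every replicate alone reaching that limit, limit read from the data, passing the limit was not always enough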;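 note: myotubes were challenged with 10 µM simvastatin during compound exposure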
* hit, by the source's call; · = not tested or not shown; [ ] = remark or other dose.

SMILES	miR122 inh	Cneo AK release	ERp5 block	ARNT-TACC3 inh	SIRT5 block	esBAF inh	Statin myotox sup
O=C(CSc1nc2nn(-c3ccccc3)c(=O)c-2c2n1CCCCC2)Nc1ccc(OC(F)F)cc1	4	-1	7	-3	-2	14	5
Cn1cccc1C(=O)OCc1nc2ccccc2c(=O)[nH]1	·	·	-10	·	1	29	4
Cc1nc([N+](=O)[O-])c(C(=O)OCc2ccccc2)n1C	-2	3	0	-3	0	4	-2
CC[N+](CC)(CCCCS(=O)(=O)[O-])CCNP1(=O)C=C(c2ccccc2)OC(c2ccccc2)=C1	7	·	3	-4	-4	·	·
C[C@@H]1CN([C@@H](C)CO)C(=O)c2cccc(NC(=O)Nc3cccc4ccccc34)c2O[C@H]1CN(C)C(=O)Nc1ccc2c(c1)OCO2	-9[16.7 µM]	-4	8	2	-2	9	·
COc1ccc(OC)c(NC(=O)c2ccc(CN3CCOCC3)cc2)c1	10	-1	·	4	·	0	13
C(=C\c1ccccc1)/C=N/N1CCN(Cc2ccccc2)CC1	·	·	-6	35	-2	·	·
Cc1ccc(/C=N/n2c(COc3ccccc3)n[nH]c2=S)o1	0	3	3	0	5	·	·
C[C@@H]1CN([C@@H](C)CO)C(=O)c2cccc(NC(=O)Nc3ccc(C(F)(F)F)cc3)c2O[C@@H]1CN(C)Cc1ccncc1	-2[16.7 µM]	2	-3	2	-1	-4	7
COC(=O)CC1c2ccccc2S(=O)(=O)N1Cc1ccccc1 (configuration not stated)	-14	-1	·	0	·	3	-6
COc1cc(SC)ccc1C(=O)OCC(=O)N1CC(=O)Nc2ccccc21	0	1	-1	-10	1	5	4
O=C(O)CC1C(=O)NCCN1C/C=C/c1ccccc1 (configuration not stated)	-3	1	-9	1	-2	2	11
COC(=O)c1c(NC(=O)c2ccc(C(=O)c3ccccc3)cc2)sc2c1CC(C)(C)NC2(C)C	2	5	3	·	·	-6	-3
COC(=O)Cc1csc(Nc2c(C)n(C)n(-c3ccccc3)c2=O)n1	-3	4	·	-2	·	6	-2
COc1ccc(OC)c(C2NC(=O)CCC2[N+](=O)[O-])c1 (configuration not stated)	-3	0	0	-9	-3	19	-6
O=C1NCC(=O)N(Cc2ccccc2)/C1=C/c1ccccc1	-2	0	-2	0	-6	-5	-1
CCCCN1C(=S)NC[C@@H]1Cc1ccc(O)cc1	-2	0	3	-4	1	0	4
CN(CC(=O)NCc1ccccn1)S(=O)(=O)c1ccccc1	2	·	·	1	·	-8	3
CC12CCC(C(N)=O)(c3nc4ccccc4nc31)C2(C)C (configuration not stated)	-6	-3	·	-7	·	-4	11
Cc1ccc(-c2c(C(=O)N/N=C/c3ccc(C)o3)nnn2-c2nonc2N)cc1	-3	5	-1	10	-4	-3	-1

Full records from above:
Shown for CN(CC(=O)NCc1ccccn1)S(=O)(=O)c1ccccc1 = miR122 inh: 2; Cneo AK release: ·; ERp5 block: ·; ARNT-TACC3 inh: 1; SIRT5 block: ·; esBAF inh: -8; Statin myotox sup: 3
Shown for CC12CCC(C(N)=O)(c3nc4ccccc4nc31)C2(C)C (configuration not stated) = miR122 inh: -6; Cneo AK release: -3; ERp5 block: ·; ARNT-TACC3 inh: -7; SIRT5 block: ·; esBAF inh: -4; Statin myotox sup: 11
Shown for O=C1NCC(=O)N(Cc2ccccc2)/C1=C/c1ccccc1 = miR122 inh: -2; Cneo AK release: 0; ERp5 block: -2; ARNT-TACC3 inh: 0; SIRT5 block: -6; esBAF inh: -5; Statin myotox sup: -1

Next section:
SMILES	miR122 inh	Cneo AK release	ERp5 block	ARNT-TACC3 inh	SIRT5 block	esBAF inh	Statin myotox sup
C[C@@H]1CN([C@H](C)CO)C(=O)c2cc(NC(=O)CCC(F)(F)F)ccc2O[C@@H]1CN(C)S(=O)(=O)c1ccccc1	61[16.7 µM]	0	-6	-13	-1	-1	16
Nc1nncn1C(=O)CCc1ccccc1	-4	0	·	9	·	-9	2
CC1CCN(C(=O)c2[nH]cnc2C(=O)N[C@@H](C)C(=O)OCc2ccccc2)CC1	-5	1	0	-14	·	-4	11
COC(=O)CNC(=O)c1c(C)cc(=O)oc1C	0	-1	·	14	·	-2	0
O=C(CCS(=O)(=O)c1ccccc1)Nc1cccc2c1C(=O)NC2=O	·	·	2	-7	-4	·	·
O=C(CCN1C(=O)/C(=C/c2ccccc2Cl)SC1=S)N1CCCC1	3	8	-10	-1	7	13	17
CC(=O)Oc1ccccc1C1=NN(C(=O)/C=C/c2ccccc2)C(c2ccccc2)C1 (configuration not stated)	2	-1	·	9	·	2	9
CC(C)CN(CC(C)C)C(=O)CN1c2cccc3cccc(c23)S1(=O)=O	-2	76	0	-10	6	-13	-15
CCN1CCN(CC(=O)c2c[nH]c3ccccc23)CC1	5	-1	·	1	·	1	19
CCOC(=O)c1c(C)n(OC)c2ccc3c(no[n+]3[O-])c12	·	3	·	-30	·	-8	0
C[C@H](NC(=O)C[C@H]1C[C@@H]2c3cc(NS(C)(=O)=O)ccc3O[C@@H]2[C@H](CO)O1)c1ccccc1	2[16.7 µM]	4	1	-10	1	6	-4
CCCCCCN1C[C@H](n2cc(-c3ccc(F)cc3)nn2)[C@@H](O)C[C@@H]1c1ccc(Cl)cc1	-4	10	6	·	·	-3	16
C[C@H]1CN([C@@H](C)CO)C(=O)Cc2cc(NC(=O)Cc3ccccc3)ccc2O[C@H]1CN(C)Cc1ccc2c(c1)OCO2	0[16.7 µM]	-4	0	-4	0	0	13
CC1CN(C(=O)C(C)N2C(=O)c3ccccc3C2=O)CC(C)O1 (configuration not stated)	20	-2	·	0	·	-2	-1
O=C(Nc1ccc(F)cc1)N1CCCCN2[C@H](CO)[C@H](c3ccc(C#Cc4ccccn4)cc3)[C@H]2C1	10[16.7 µM]	-1	1	18	-1	·	·
CCCC(=O)Nc1cc(-c2cn3cccnc3n2)ccc1OC	2	0	·	4	·	2	6
CN(Cc1ccccc1)C(=O)c1nc[nH]c1C(=O)N1CCN(c2ccccc2)CC1	-6	4	0	1	·	-11	28
C[C@@H]1CN([C@H](C)CO)C(=O)c2cc(C#CCN(C)C)cnc2O[C@@H]1CN(C)C(=O)CN1CCOCC1	-4[16.7 µM]	2	1	-1	2	-3	5
O=C(CNc1cc(S(=O)(=O)N2CCCC2)ccc1OCC(F)(F)F)Nc1ccc(SC(F)F)cc1	23	1	4	10	1	·	·
O=[N+]([O-])c1ccc(NNC(=S)Nc2ccc(F)cc2)cc1	0	-1	·	13	·	23	-17

Some of these compounds in order of length of the SMILES, ascending:
SMILES	miR122 inh	Cneo AK release	ERp5 block	ARNT-TACC3 inh	SIRT5 block	esBAF inh	Statin myotox sup
CCCC(=O)Nc1cc(-c2cn3cccnc3n2)ccc1OC	2	0	·	4	·	2	6
O=C(CNc1cc(S(=O)(=O)N2CCCC2)ccc1OCC(F)(F)F)Nc1ccc(SC(F)F)cc1	23	1	4	10	1	·	·
C[C@H](NC(=O)C[C@H]1C[C@@H]2c3cc(NS(C)(=O)=O)ccc3O[C@@H]2[C@H](CO)O1)c1ccccc1	2[16.7 µM]	4	1	-10	1	6	-4

The list goes on.
SMILES	miR122 inh	Cneo AK release	ERp5 block	ARNT-TACC3 inh	SIRT5 block	esBAF inh	Statin myotox sup
CCCC(=O)NC(C)C(c1cccs1)N1CCN(C)CC1 (configuration not stated)	-4	0	6	-2	-4	-11	7
CN(CC(=O)Nc1ccc(Cl)c(C(F)(F)F)c1)C(=O)C1CCC1	-5	0	-6	5	-3	1	-9
Cn1c(N)c(C(=O)COC(=O)CSc2ccc(Cl)cc2)c(=O)n(C)c1=O	0	1	·	2	·	2	1
C[C@@H]1CCCCO[C@@H](CN(C)S(=O)(=O)c2ccccc2)[C@@H](C)CN([C@H](C)CO)C(=O)c2cc(NC(=O)CCCN(C)C)ccc2O1	5[16.7 µM]	-1	1	-7	-6	-3	·
O=C(NC1CCCCC1)NC1CC2CCCC(C1)N2C1CCCC1 (configuration not stated)	-4	0	·	-7	·	10	·
O=S(=O)(NC(=S)c1ccccc1)c1ccccc1	·	·	-3	-4	-4	·	·
CC(NC(=O)c1ccccc1)C(=O)N/N=C/c1ccccc1 (configuration not stated)	1	0	4	0	-6	-6	-1
N#Cc1ccc(-c2ccc3c(c2)[C@H]2[C@H](CCN2C(=O)C2CC2)[C@@H](CO)N3)cc1	-10[16.7 µM]	1	1	-15	-6	-8	6
CO[C@@H]1CN(C)C(=O)c2cc(NC(=O)C3CCCCC3)ccc2OC[C@@H](C)NC[C@@H]1C	·	-2	6	-1	-6	-1	-11
C[C@@H]1CCCCO[C@@H](CN(C)C(=O)CCCN(C)C)[C@H](C)CN([C@@H](C)CO)C(=O)c2cc(N(C)C)ccc2O1	1[16.7 µM]	·	·	·	·	-1	0
Cc1cc(C)nc(SCc2ccc(Cl)cc2)n1	-3	5	-1	-18	-1	8	-2
COc1cccc(N2CCN(C(=O)CCc3nnc4ccc(N5CCOCC5)nn34)CC2)c1	0	1	1	2	-6	0	-7
CC(NC(=O)/C(C#N)=C/c1ccc([N+](=O)[O-])o1)c1ccccc1 (configuration not stated)	-1	-2	1	1	0	0	-91
Cc1cccc(-c2n[nH]c(=S)n2/N=C/c2cccs2)c1	2	9	3	·	2	·	·
CCCC(=O)c1ccc(N2CCN(C(=O)c3ccccc3)CC2)c(F)c1	-1	3	·	-6	·	-16	14
CC1=C(C(=O)OCCOC(C)C)C(c2cc3c(cc2Br)OCO3)CC(=O)N1 (configuration not stated)	2	0	·	-4	·	-3	-8
CCn1c2ccccc2c2cc(NC(=O)c3ccc(=O)oc3)ccc21	4	0	1	·	-3	·	·
O=C(CC1C[C@H](C(=O)N2CCOCC2)[C@@]2(CCC3CCCC3)c3[nH]c4ccccc4c3CCN2C1=O)NCCN1CCOCC1 (some centres not stated)	1	-6	0	-4	-3	1	12
N#Cc1ccc(-c2nc3ccc(Br)cn3c2Cc2ccccc2)cc1	2	13	7	·	-2	6	11
CCOc1ccc2ccccc2c1/C=N/NC(=O)CNC(=O)c1ccccc1F	-3	12	-1	-1	-1	-6	-7
O=C(O)c1ccc(Oc2ccc([N+](=O)[O-])cc2)c([N+](=O)[O-])c1	-1	0	1	-16	-3	7	5
N#CC(Cc1ccc(OC(F)F)cc1)c1nc2ccccc2[nH]1 (configuration not stated)	-2	-2	·	-1	·	60*	-9
CN1C(=O)c2cc(NC(=O)Nc3cccc(Cl)c3)ccc2OC[C@@H]2O[C@@H](CC(=O)NCCc3ccncc3)CC[C@H]21	25[16.7 µM]	51	6	4	0	0	-11
Cc1ccc(-c2ccc([C@H]3[C@@H](CO)N4CCCCN(C(=O)c5ccncc5)C[C@H]34)cc2)cc1	-9[16.7 µM]	-1	-4	8	0	·	·
CCn1c(C)nc2cc(C(=O)NNC(=S)Nc3ccc(F)cc3)ccc21	·	·	1	1	-2	·	·
Cc1ccc(C(=O)Cn2c(N3CCOCC3)nc3c2c(=O)n(C)c(=O)n3C)cc1	-3	0	·	-68	·	3	13
ClC(Br)=C(n1cnc2ccccc21)n1cnc2ccccc21	-6	3	·	0	·	-8	90*
C[C@@H]1CN([C@H](C)CO)C(=O)Cc2cc(NC(=O)Nc3ccc(C(F)(F)F)cc3)ccc2O[C@H]1CN(C)C(=O)Nc1cccc2ccccc12	-2[16.7 µM]	-3	-8	-5	4	-3	64
CO[C@H]1CN(C)C(=O)c2cc(NS(C)(=O)=O)ccc2OC[C@@H](C)N(CC2CCOCC2)C[C@@H]1C	·	8	3	2	-3	-6	13
Cc1cc(C)n2nc(C(=O)NCc3ccccc3)cc2n1	-4	-1	-4	-3	-1	2	12
C[C@@H]1CCC[C@@]2(O[C@@H](CCO)C[C@@H](O)[C@@H]2O)O1	-1	-1	6	5	-5	·	·
Fc1ccc(NC(=S)N2CCSC2c2cccs2)cc1 (configuration not stated)	·	·	2	1	1	·	·
O=Cc1ccc(-c2nc3ccccc3s2)o1	3	-12	2	·	-3	14	0
Cc1c(Cl)cccc1NC(=S)NC(=O)c1ccccc1	-7	12	-6	·	·	60*	-14
CN(C)C(=O)C[C@@H]1CC[C@@H]2[C@H](COC[C@@H](O)CN2S(=O)(=O)c2ccccc2)O1	3[16.7 µM]	4	-3	-4	-4	1	11
Cc1cc(C)nc(NC2=NCC(=O)N2c2cc(Cl)cc(Cl)c2)n1	7	3	·	·	·	-3	-19
CC(C)NC(=O)N(C)C[C@@H]1OCCCC[C@H](C)Oc2ccc(NC(=O)c3ccccc3)cc2C(=O)N([C@H](C)CO)C[C@H]1C	-4[16.7 µM]	91*	2	-4	7	·	·

Screening data: PubChem BioAssay, Broad Institute
